# Screens as filed in PubChem.
# MCF10A rereplic: induces DNA re-replication in MCF 10a normal breast cells | MCF 10A DNA re-replication, Hoechst nuclear intensity, 48 h | Potency, µM (highest dose often 46.1 µM), inactives show top-dose activity, positive = re-replication, hits mostly activators | hit rate 2.9% among 350,000; note: % of control where 0% means no effect; nearly all actives have a fitted effect of over 50% in size
# A549 tox: kills or reduces viability of A549 cells in Nrf2 counter-screen | A549 ARE-Fluc cells, CellTiter-Fluor viability, 18-24 h | Potency, µM (highest dose often 46 µM), without a hit: at the highest dose activity change, negative = cytotoxicity, hits mostly inhibitors | hit rate 0.16% among 390,000 | AID 504648; note: % is set by controls: 0 for no effect and ±100 for the full control effect
#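 Cytotoxicity counterscreen: CellTiter-Fluor fluorescence was measured in A549 ARE_Fluc cells after 18-24 h of compound exposure in a concentration series. The subsequent BugLite luminescent read reports ARE-luciferase activity.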
# Nrf2 block: Nrf2 pathway inhibition; A549 ARE-Fluc reporter, luciferase luminescence, 18-24 h; Potency, µM (doses to about 46 µM), for the others: at the top dose activity change, negative = inhibition, most hits filed as inhibitors; hit rate 2.1% among 360,000; note: % is set by controls: 0 for no effect and ±100 for the full control effect; nearly all actives have a fitted effect of over 60% in size
#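 A549 ARE_Fluc cells, 5000/well, 5% FBS OPTI-MEM; compounds in dose-response, 18-24 h at 37 °C/5% CO2; CellTiter-Fluor viability read (Ex 405/Em 525), then BugLite luciferase luminescence = Nrf2 activity.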
# Nrf2 ARE act: activators of Nrf2 (ARE) signaling. hit rate 0.31% among 410,000. AID 624171. Potency, µM (doses to about 46.1 µM), for inactives: at the highest dose activation, actives largely listed as activators. AREc32 ARE-luciferase reporter (MCF7-derived line), luminescence, 24 h; note: % of control where 0% means no effect; nearly all actives have a fitted effect of over 65% in size
#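 Luminescent ARE reporter assay in AREc32_Fluc cells: overnight plating at 37 deg C, 24 hr compound incubation, Steady-Glo added, 30 min RT before reading.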
# HepG2 tox: counter-screen for TGF-b inhibitors: cytotoxicity in HepG2 cells | HepG2 CAGA-GFP viability, ATP luminescence, 18 h | Potency, µM (titrated, usually from 46.1 µM), inactives show at the highest dose activity change, negative = cytotoxicity, usual class: cytotoxic | hit rate 0.76% among 410,000 | AID 588856; note: some results filed as inactive show a strong effect at the top dose
#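 CellTiter-Glo luminescence gave cytotoxicity after 18 hours at 37 degrees C. The cells were HepG2 CAGA-GFP in 1% FBS DMEM, stimulated with 500 pg/mL TGF-beta after compound addition. %Activity was normalised to no-cell wells (complete cell-killing) and DMSO (no toxicity), and curves were fitted and classified.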
# EPAC2 antag: blocks human EPAC2 exchange factor | Q8WZA2 | EPAC2 GEF exchange of Rap1B-BODIPY-GDP, fluorescence | Potency, µM (series often up to 114 µM), without a hit: top-dose activity, negative = inhibition, most hits filed as inhibitors | hit rate 0.18% among 360,000; note: % is set by controls: 0 for no effect and ±100 for the full control effect; nearly all actives have a fitted effect of over 45% in size; many of its hits are not listed in these tables
# Target sequence (Q8WZA2 whole entry, looked up): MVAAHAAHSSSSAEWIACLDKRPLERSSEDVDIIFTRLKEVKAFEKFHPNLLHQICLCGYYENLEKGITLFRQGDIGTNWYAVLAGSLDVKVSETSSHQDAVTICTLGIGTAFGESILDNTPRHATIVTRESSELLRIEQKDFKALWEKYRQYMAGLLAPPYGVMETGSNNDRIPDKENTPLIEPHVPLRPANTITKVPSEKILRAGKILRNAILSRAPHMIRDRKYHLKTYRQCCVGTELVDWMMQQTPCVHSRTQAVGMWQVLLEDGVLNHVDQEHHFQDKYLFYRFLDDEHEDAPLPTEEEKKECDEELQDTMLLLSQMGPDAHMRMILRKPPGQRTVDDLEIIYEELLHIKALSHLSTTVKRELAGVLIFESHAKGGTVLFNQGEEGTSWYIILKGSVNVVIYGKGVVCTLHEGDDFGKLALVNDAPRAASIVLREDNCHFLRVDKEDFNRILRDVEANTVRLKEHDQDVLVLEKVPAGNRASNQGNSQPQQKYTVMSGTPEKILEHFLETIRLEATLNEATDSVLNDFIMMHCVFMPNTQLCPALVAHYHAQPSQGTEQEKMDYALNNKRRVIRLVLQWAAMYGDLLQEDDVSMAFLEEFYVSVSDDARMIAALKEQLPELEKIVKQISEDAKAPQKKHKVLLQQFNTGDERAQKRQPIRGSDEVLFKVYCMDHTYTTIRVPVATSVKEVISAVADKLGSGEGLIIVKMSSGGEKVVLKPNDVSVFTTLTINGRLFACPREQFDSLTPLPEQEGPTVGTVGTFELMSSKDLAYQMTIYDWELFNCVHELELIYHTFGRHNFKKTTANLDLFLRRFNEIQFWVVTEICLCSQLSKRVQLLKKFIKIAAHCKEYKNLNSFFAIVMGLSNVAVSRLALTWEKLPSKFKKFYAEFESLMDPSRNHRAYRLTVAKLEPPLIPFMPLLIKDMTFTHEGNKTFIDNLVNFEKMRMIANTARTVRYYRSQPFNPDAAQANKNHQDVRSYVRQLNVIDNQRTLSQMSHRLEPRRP
# S2 tox: cell viability loss in ATXN counter-screen. S2 cells (HEK-293 line with an ATXN2-luciferase reporter) viability, CellTiter-Fluor protease fluorescence, 24 h. Potency, µM (titrated, usually from 56.7 µM), actives largely listed as cytotoxic. hit rate 0.49% among 400,000. AID 651635; note: nearly all actives have a fitted effect of over 40% in size
# TGFb inhibitor: blocks TGF-b signaling | hit rate 1.2% among 410,000 | HepG2 CAGA-GFP TGF-b/SMAD3 reporter, GFP fluorescence, 18 h; TGF-beta stimulated, 500 pg/mL final | Potency, µM (top dose mostly 46.1 µM), for the others: at the highest dose activity, negative = inhibition, most hits filed as inhibitors; note: % is set by controls: 0 for no effect and ±100 for the full control effect; nearly all actives have a fitted effect of over 65% in size
#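 TGF-beta reporter screen: HEPG2 CAGA-GFP, 1% FBS, 500 pg/mL TGF-beta final, 18 h; per-cell GFP summed per well; curves fitted and categorized by class.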
# ATXN2 expr inh: inhibitors of ATXN2 expression; hit rate 0.72% among 360,000; HEK-293 ATXN2-luciferase reporter, luminescence, 24 h; AID 1745845; Potency, µM (doses to about 57 µM), without a hit: top-dose activity change, negative = inhibition, actives largely listed as inhibitors; note: % is set by controls: 0 for no effect and ±100 for the full control effect; nearly all actives have a fitted effect of over 55% in size
#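 qHTS (up to 57 uM final) was run with 24 h compound exposure of reporter cells at 37 °C. Each well was multiplexed: SteadyGlo luminescence measured ATXN2-luciferase expression after a fluorogenic Gly-Phe-AFC viability readout (25 uM final).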
# An asterisk follows results filed as active; i = inactive; ? = inconclusive; · = not tested or not shown; [ ] = remark or other dose. Calls come from the whole dose curve; as a rule, active = well fitted curve in the direction sought with a large enough effect; inconclusive = small, poorly fitted or top-dose-only effect, or another doubt; inactive = no such curve, though single readings can be large; an effect the other way counts as inactive or inconclusive. Potency is the fitted concentration of half-maximal effect. This is a subset. The share of hits here may be higher or lower than overall.
SMILES,MCF10A rereplic,A549 tox,Nrf2 block,Nrf2 ARE act,HepG2 tox,EPAC2 antag,S2 tox,TGFb inhibitor,ATXN2 expr inh
O=C1NN(c2ccccc2)C(=O)/C1=C/c1coc2ccccc2c1=O,?,-8%,?,12%,28%,-1%,i,?,42%[activator]
O=C1CCCCCN1C(=O)c1ccccc1,-2%,-2%,-3%,-0.6%,14%,4%,i,0%,-8%
COc1cccc2c1cc1c(=O)n(CC(=O)NCCCc3ccccc3)nc(C)n12,-7%,14%,18%,-0.2%,-6%,-6%,?,1%,·
CCC(C)(C)C1CCC2(CC1)NC(=O)N(CC(=O)N(C)CCOc1ccc(Cl)cc1)C2=O (configuration not stated),?,-12%,?,-0.4%,2%,-3%,?,-1%,-12%
Cc1csc2nc(SCC(=O)Nc3ccccc3F)[nH]c(=O)c12,1%,8%,1%,0.4%,3%,23%,i,0%,-3%
O=C(c1ccc(Cl)c(S(=O)(=O)N2CCCCCC2)c1)N1CCN(CCO)CC1,3%,5%,-5%,-0.6%,-24%,28%,i,-9%,-9%
O=c1[nH]c2ccccc2nc1Cc1ccc(Cl)cc1,4%,-3%,-11%,0.3%,8%,-5%,·,25%,4%
N#Cc1c(NCCO)ccc([N+](=O)[O-])c1NCCO,?,-26%,4%,3.5%,11%,6%,i,8%,7%
COc1ccc(C(=O)CSc2ccc(-c3ccco3)nn2)cc1,-7%,1%,9%,14%,7%,-3%,i,4%,10%
CCCc1c(O)nc(SCC(=O)N2CCCCC2)[nH]c1=O,5%,-1%,0%,-0.4%,11%,2%,i,11%,·
Cc1ccc(C)c(S(=O)(=O)N2CCN(C(=O)c3n[nH]c(=O)c4ccccc34)CC2)c1,20%,2%,4%,0.5%,-21%,0%,?,2%,·
COc1ccccc1C(C)NCC(=O)NCc1ccc(C)cc1 (configuration not stated),-10%,-1%,12%,-0.7%,-1%,-9%,i,19%,-1%
O=C(OCc1nc(-c2ccccc2)oc1COC(=O)c1ccco1)c1ccco1,-5%,-4%,6%,-0.1%,-1%,-1%,i,1%,-14%
CCOc1ccc(CCNC(=O)CCSCc2cccc(Cl)c2)cc1OCC,·,7%,·,0.6%,-26%,·,·,-13%,·
CC(CN1CCN(Cc2ccccc2)CC1)OC(=O)c1ccco1 (configuration not stated),0%,5%,-2%,0.2%,19%,3%,i,2%,-16%

# An excerpt from above in order of molecular weight, lowest first:
SMILES,MCF10A rereplic,A549 tox,Nrf2 block,Nrf2 ARE act,HepG2 tox,EPAC2 antag,S2 tox,TGFb inhibitor,ATXN2 expr inh
N#Cc1c(NCCO)ccc([N+](=O)[O-])c1NCCO,?,-26%,4%,3.5%,11%,6%,i,8%,7%
CCCc1c(O)nc(SCC(=O)N2CCCCC2)[nH]c1=O,5%,-1%,0%,-0.4%,11%,2%,i,11%,·
COc1ccccc1C(C)NCC(=O)NCc1ccc(C)cc1 (configuration not stated),-10%,-1%,12%,-0.7%,-1%,-9%,i,19%,-1%
CC(CN1CCN(Cc2ccccc2)CC1)OC(=O)c1ccco1 (configuration not stated),0%,5%,-2%,0.2%,19%,3%,i,2%,-16%
O=C1NN(c2ccccc2)C(=O)/C1=C/c1coc2ccccc2c1=O,?,-8%,?,12%,28%,-1%,i,?,42%[activator]
Cc1csc2nc(SCC(=O)Nc3ccccc3F)[nH]c(=O)c12,1%,8%,1%,0.4%,3%,23%,i,0%,-3%
O=C(OCc1nc(-c2ccccc2)oc1COC(=O)c1ccco1)c1ccco1,-5%,-4%,6%,-0.1%,-1%,-1%,i,1%,-14%
CCOc1ccc(CCNC(=O)CCSCc2cccc(Cl)c2)cc1OCC,·,7%,·,0.6%,-26%,·,·,-13%,·
Cc1ccc(C)c(S(=O)(=O)N2CCN(C(=O)c3n[nH]c(=O)c4ccccc34)CC2)c1,20%,2%,4%,0.5%,-21%,0%,?,2%,·
CCC(C)(C)C1CCC2(CC1)NC(=O)N(CC(=O)N(C)CCOc1ccc(Cl)cc1)C2=O (configuration not stated),?,-12%,?,-0.4%,2%,-3%,?,-1%,-12%

# Following part.
SMILES,MCF10A rereplic,A549 tox,Nrf2 block,Nrf2 ARE act,HepG2 tox,EPAC2 antag,S2 tox,TGFb inhibitor,ATXN2 expr inh
CC(=O)c1cc2c(C)cc(=O)oc2cc1O,-5%,13%,1%,-0.2%,-3%,18%,·,1%,3%
CC(C)OCCCNc1nc2c([nH]1)c(=O)n(C)c(=O)n2C,2%,-3%,·,0.3%,1%,-1%,i,-4%,2%
Cc1noc(C)c1-c1ccc(C(=O)Nc2cccc(NS(C)(=O)=O)c2)c2occc12,·,·,·,?,-18%,2%,?,6%,49%[activator]
CCN(c1ccccc1)S(=O)(=O)c1cccc(C(=O)NCC(c2ccc(OC)cc2)N2CCCCC2)c1 (configuration not stated),·,·,·,-2.8%,-65%,-10%,?,?,·
Cc1cc(CN2CCCCC2C(=O)Nc2ccc(Oc3cccnc3)cc2)oc1C (configuration not stated),-14%,6%,4%,4.2%,-4%,0%,i,-15%,6%
Cc1ccc(-c2nc3ccccc3[nH]c2=O)cc1,14%,2%,?,0.5%,-1%,-8%,i,3%,36%[activator]
COc1ccc(C(CNC(=O)c2ccc(N3CCCC3=O)cc2)N2CCCC2)cc1 (configuration not stated),-1%,8%,12%,0.3%,-1%,-1%,i,-14%,8%
CC(=O)c1ccc(S(=O)(=O)Nc2ccc(S(=O)(=O)N3CCCCC3)cc2)cc1,-1%,2%,7%,-0.7%,-1%,-12%,i,13%,-3%
O=C(Nc1ccccn1)c1ccc(C(=O)c2ccccc2)cc1,4%,-3%,?,4.6%,-4%,-4%,i,3%,10%
Cc1ccc(OCCn2ncc3ccccc3c2=O)c(C)c1,6%,0%,6%,-1.1%,-9%,-5%,i,3%,-12%
Oc1c(Cl)cc(Cl)cc1C=Nc1ccc(Br)cc1,16%,-4%,0%,2.5%,7%,-11%,i,0%,-18%
CC12CCC(C(=O)NCCN3CCCCC3)(CC1=O)C2(C)C (configuration not stated),1%,2%,-2%,-0.6%,-56%,0%,i,-21%,8%
CCOC(=O)N1CCN(CC(=O)Nc2ccc([N+](=O)[O-])cc2C(=O)Nc2ccccc2F)CC1,13%,?,-26%,-1.1%,-20%,-9%[57.1 µM],?,2%,·
COCCCn1c(SCC(=O)NC2CCCC2)nnc1-c1cccs1,1%,2%,-2%,-0.1%,1%,2%,i,5%,-11%
COc1ccccc1N1CCN(C(=O)CN(c2cc(C)cc(C)c2)S(C)(=O)=O)CC1,-4%,1%,4%,-0.3%,-3%,2%,i,-8%,4%
Cc1ccc(C(=O)N2CCc3ccccc32)cc1C,-7%,-1%,?,6.1%,-16%,-20%,i,-3%,·
COc1ccc(-n2c(Cc3cccn3C)nnc2SCC(=O)Nc2ccccc2C)cc1,1%,8%,6%,0.4%,-8%,2%,i,4%,0%
CCOC(=O)C(CC)n1cnc2c(cnn2-c2ccc(Cl)cc2)c1=O (configuration not stated),20%,1%,-18%,0.0%,-20%,0%,i,-7%,3%
Cn1c(SCC(=O)N2CCN(S(=O)(=O)c3ccccc3)CC2)nc2ccccc21,19%,13%,-7%,-0.5%,-9%,-6%,i,-4%,-11%
O=C(c1cn(CC(=O)N2CCCC2)c2ccccc12)C1CCCCC1,-5%,-13%,-18%,0.1%,1%,-1%,?,-11%,-23%
CCOc1ccc(C(=O)N2CCC3(CC2)NCCc2[nH]cnc23)cc1OCC,1%,0%,-7%,-0.2%,0%,7%,i,-9%,2%
O=C(c1cc([N+](=O)[O-])ccc1N1CCOCC1)N1CCN(c2ccc([N+](=O)[O-])cc2)CC1,9%,?,?,-0.3%,-4%,9%,?,-4%,-6%
O=[N+]([O-])c1ccc(N2CCN(Cc3ccncc3)CC2)cc1,-6%,-1%,0%,3.8%,-2%,9%,i,-16%,·
O=C(CCCCCN1C(=O)CCC1=O)Nc1ncn[nH]1,-1%,10%,·,0.1%,2%,21%,?,?,-9%
CCOC(=O)C1CCCN(C(=O)/C(=C/c2ccco2)NC(=O)c2ccccc2)C1 (configuration not stated),-1%,0%,-6%,-0.4%,-8%,-5%,i,-2%,0%
Cc1cccn2c(=O)c(C=Nc3ccccc3)c(NCCO)nc12,-9%,0%,11%,-0.7%,3%,8%,i,-6%,1%
Nc1ccc(-n2c(N)c(C(=O)NCc3ccc4c(c3)OCO4)c3nc4ccccc4nc32)cc1,16µM*,-18%,?,-0.1%,-14%,10%,i,-23%,?
COc1ccc(/C=C/C(=O)N[C@@H](C)C(=O)O)cc1,6%,-1%,15%,0.5%,2%,12%,i,16%,-18%
COc1ccc(C2c3[nH]c4ccccc4c3C[C@H]3C(=O)N(c4ccccc4C(=O)N4CCC[C@@H]4C(=O)O)C(=O)N23)cc1 (some centres not stated),2%,-1%,-6%,-1.3%,-25%,2%,i,-3%,9%
COc1ccc(N2CCN(C(=O)C(C)n3nc(C)c4sc5ccccc5c4c3=O)CC2)cc1 (configuration not stated),·,-21%,-8%,0.3%,-2%,·,·,-7%,·
OCC(O)[C@@H](O[C@H]1O[C@H](CO)[C@@H](O)[C@H](O)[C@H]1O)[C@H](O)[C@@H](O)CO (some centres not stated),-49%[inhibitor],1%,-6%,-0.2%,3%,-3%,i,-3%,-5%
CN(CC(=O)Nc1cccc(F)c1)CC(=O)NC(c1ccccc1)c1ccccc1,15%,1%,-4%,-0.6%,-17%,-11%,i,-9%,-14%
COc1ccc(C(=O)/C=C/c2cccnc2)c(OC)c1,?,-8%,-22%,-2.0%,16µM*,-5%,?,?,·
